# VHR inh abs = blocks human VHR1 dual specificity phosphatase; P51452; recombinant VHR phosphatase, pNPP absorbance; inhibition, % at 13.3 µM; hit rate 0.52% among 290,000; AID 1654; in the data active = inhibition above about 50%; also: some compounds called inactive have numbers as strong as hits
# Target sequence (P51452 whole entry, looked up): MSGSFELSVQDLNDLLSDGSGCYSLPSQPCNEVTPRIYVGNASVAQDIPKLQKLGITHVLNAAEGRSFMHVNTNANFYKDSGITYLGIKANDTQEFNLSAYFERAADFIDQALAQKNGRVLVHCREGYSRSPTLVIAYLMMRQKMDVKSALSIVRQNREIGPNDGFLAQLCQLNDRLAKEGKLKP
# UGM FP inh = Mtb UDP-galactopyranose mutase inhibition; P9WIQ1; purified UGM, fluorescence polarization probe displacement; inhibition, % at 10 µM; hit rate 0.06% among 320,000; AID 504406; in the data active = inhibition above about 10%, passing the limit was not always enough
# Target sequence (P9WIQ1 whole entry, looked up): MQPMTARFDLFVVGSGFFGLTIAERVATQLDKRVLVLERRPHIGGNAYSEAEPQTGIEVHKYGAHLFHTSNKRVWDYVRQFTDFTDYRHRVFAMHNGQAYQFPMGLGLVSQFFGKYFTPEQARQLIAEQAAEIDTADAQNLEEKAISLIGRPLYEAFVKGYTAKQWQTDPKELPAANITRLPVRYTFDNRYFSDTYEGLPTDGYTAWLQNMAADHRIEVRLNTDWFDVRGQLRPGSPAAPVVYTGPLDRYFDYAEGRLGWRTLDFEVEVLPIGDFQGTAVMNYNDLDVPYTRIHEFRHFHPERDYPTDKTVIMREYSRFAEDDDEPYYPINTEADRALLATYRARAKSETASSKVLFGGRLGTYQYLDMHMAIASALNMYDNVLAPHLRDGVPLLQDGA
# BH1578 lux ind = quorum light induction in luxS cqsA deficient V. cholerae | activation, % at 18.7 µM | V. cholerae BH1578 lux reporter, luminescence, 6 h | hit rate 0.16% among 350,000; in the data active = activation mostly above about 9.7%, no sharp cut-off; also: not every result past the cut was called active; inactives centre near 0; reference of the scale not given here
# MazF activator = increases E. coli MazEF RNase cleavage of RNA; activation, % at 20 µM; FAM/BHQ RNA-DNA oligo cleavage fluorescence, 5 h; hit rate 0.32% among 350,000; P0AE70; in the data active = activation above about 50%
# Rv3671c protease = inhibits the M. tuberculosis serine protease Rv3671c; inhibition, % at 5.96 µM; hit rate 0.048% among 320,000; in the data active = inhibition above about 38%;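 also: extracellular domain of Rv3671c used as enzyme; 0% = enzyme with DMSO and 100% = no enzyme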
# GDH-TPI counter = inhibits GDH-TPI coupling enzymes, artifact for Mtb FBA screen; GDH-TPI coupled enzyme counterscreen, NADH absorbance; inhibition, % at 4.8 µM; hit rate 1.2% among 360,000; in the data active = inhibition above about 30%;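 also: 0% = DMSO wells and 100% = wells lacking the enzyme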
# Mtb BioA inh = BioA (M. tuberculosis) enzyme inhibition; purified M. tuberculosis BioA enzyme, plate reader; inhibition, % at 9.99 µM; hit rate 0.096% among 360,000; in the data active = inhibition above about 40%
# PriA SSB inh = K. pneumoniae PriA-SSBct interaction inhibition | AlphaScreen SSBct-PriA binding, biotinylated peptide | inhibition, % at 33 µM | hit rate 0.6% among 430,000; in the data active = inhibition mostly above about 37%, no sharp cut-off; inactive = mostly below about 20%;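 also: plate controls were negative control peptide for no effect and reference peptide for full effect; strong numbers were not always called active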
# SARS 3CLpro inh = SARS-CoV 3CLpro protease inhibition | P0C6X7 | recombinant SARS-CoV 3CLpro, quenched FRET peptide cleavage | inhibition, % at 6 µM | hit rate 0.14% among 290,000; in the data active = inhibition above about 12%
# FBA Mtb inh = inhibitors of M. tuberculosis fructose-bisphosphate aldolase | inhibition, % at 1 µM | purified M. tuberculosis FBA, fluorescence read-out | hit rate 2.3% among 360,000 | P9WQA3; in the data active = inhibition above about 27%;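 also: 0% = vehicle and 100% = reference inhibitor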
# Target sequence (P9WQA3 whole entry, looked up): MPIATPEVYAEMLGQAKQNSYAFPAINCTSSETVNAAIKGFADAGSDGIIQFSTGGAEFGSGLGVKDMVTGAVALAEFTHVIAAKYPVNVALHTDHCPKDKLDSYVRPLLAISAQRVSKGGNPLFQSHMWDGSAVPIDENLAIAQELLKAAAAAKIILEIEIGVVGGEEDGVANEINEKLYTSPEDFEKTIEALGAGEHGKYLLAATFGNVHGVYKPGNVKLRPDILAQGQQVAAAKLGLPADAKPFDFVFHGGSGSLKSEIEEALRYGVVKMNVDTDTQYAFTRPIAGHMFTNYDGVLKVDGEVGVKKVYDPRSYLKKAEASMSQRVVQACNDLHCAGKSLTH
# * hit, by the source's call; i = inactive; nt = not tested or not shown; & = joins results of further samples. These rows are one share of the data. The share of hits here may be higher or lower than overall.
SMILES,VHR inh abs,UGM FP inh,BH1578 lux ind,MazF activator,Rv3671c protease,GDH-TPI counter,Mtb BioA inh,PriA SSB inh,SARS 3CLpro inh,FBA Mtb inh
CC(=O)n1c2ccccc2c2nc(NC(C)C)sc21,-13.1,0.6,-0.3,5.2,-5.1,4.3,-0.6,10.4,-0.3,5.4
Oc1cccc(/C=N/Nc2cccc3cccnc23)c1,20.4,nt,0.4,14.2,nt,5.1,0.9,i,1.5,-0.7
O=C(Nc1ccccc1)C1CCN(C(=O)c2ccco2)CC1,-17.1,0.6,i,8.4,-0.8,3.7,0.8,3.8,3.9,-5.7
Cc1ccc(NCc2nnc(SCC(=O)Nc3cccc(O)c3)n2CC2CCCO2)c(C)c1 (centres undefined),17.7,-1.7,-0.3,9.5,4.8,3.6,3.0,-8.3,8.0,4.8
O=C(c1ccc(CSc2nc3ccncc3[nH]2)cc1)N1CCCCCC1,21.1,0.1,2.0,8.2,4.6,6.0,1.6,-3.7,2.5,-2.4
Cc1cc(S(=O)(=O)N2CCOCC2)ccc1OCC(=O)Nc1cccc(C(F)(F)F)c1,25.5,-2.8,i,6.3,1.1,4.7,-1.6,-0.3,0.4,0.4
N#CCN1C(=O)C2CCCN2c2ccc(S(=O)(=O)N3CCOCC3)cc21 (centres undefined),10.2,1.2,0.7,-2.7,2.5,6.7,nt,-9.9,0.5,7.4
CCC(=O)CN(Cc1cc(OC)ccc1OC)S(=O)(=O)c1ccccc1Br,nt,nt,i,7.1,nt,-3.1,-0.1,1.7,nt,1.7
CCN(CC)C(=O)C1=C(C)N(Cc2ccc(F)cc2)C(=O)C(CC(=O)NCC2CCCCC2)C1 (centres undefined),nt,nt,-0.4,13.0,nt,-1.9,-0.8,nt,nt,0.1
CCOC(=O)c1cc(-c2cccs2)nc2c1c(C)nn2-c1ccccn1,19.0,-1.8,0.3,1.9,-2.8,36.6*,-0.1,-17.7,-0.3,22.8
O=C(NN=C1CCCC1)C1COc2ccccc2O1 (centres undefined),10.6,-0.2,-0.5,-4.5,-0.2,12.2,nt,-7.2,-3.1,-0.3
O=C(CNC(=O)c1ccccc1)NCC(=O)OCc1ccc(Cl)cc1,27.6,0.9,i,2.9,5.9,4.8,-0.1,5.8,-4.3,0.3
CC(C)CNC(=O)COC(=O)c1ccc([N+](=O)[O-])cc1Cl,-5.5,nt,-0.5,0.7,-5.3,-3.7,-1.4,-5.0,-2.9,-0.6
COc1ccc(CCNC(=O)Nc2cccs2)c(OC)c1,11.3,1.3,1.2,5.3,-5.6,4.0,7.8,0.8,3.4,1.2
O=C(N/N=C\c1cn[nH]c1-c1ccc(Cl)cc1)c1cccs1,25.0,2.2,-3.7,-40.6,-8.0,22.1,-2.3,nt,3.4,3.3
CCc1nc2ccc(C(=O)NCc3ccc4c(c3)OCO4)cn2c1N(CC)CCOC,nt,nt,i,nt,nt,-3.0,2.2,nt,nt,2.2
Cc1ccc(SCC(=O)NNC(=O)c2ccccc2)cc1C,11.8,2.0,-0.3,0.0,-5.2,-8.3,4.3,-8.8,-7.5,-0.6
COc1ccc(OC)c(N(CC(=O)N2CCC(C)CC2)S(=O)(=O)c2ccccc2)c1,17.3,nt,-2.7,-5.7,2.7,-7.2,-0.5,1.7,-3.9,-2.0
COc1ccc(S(=O)(=O)N2CCN(S(=O)(=O)c3ccc(C(F)(F)F)cc3)CC2)cc1C,15.1,0.8,-0.5,-2.0,1.4,-0.8,-0.7,-11.7,7.4,0.2
CC(=O)N1CCCc2cc(S(=O)(=O)CCC(=O)Nc3cccc(C)c3C)ccc21,11.4,-2.3,5.3,-2.6,2.3,-6.9,-1.6,-15.2,0.3,-1.5
O=C1NC(=O)C(Nc2ccc(Cl)c(Cl)c2)C(=O)N1,nt,nt,i,4.3,nt,-6.1,0.2,-9.3,nt,1.7
COc1ccc(COC(=O)c2cccc(S(=O)(=O)N3CCN(C(C)=O)CC3)c2)cc1F,nt,-4.5,1.5,-1.7,0.4,5.2,1.7,3.7,nt,2.3
C(=NC12CN3CN(CN(C3)C1)C2)c1cccs1,44.1,2.2,-3.6,1.1,3.4,8.0,1.4,-4.7,4.9,0.2
COCCn1c(SCC(=O)c2ccccc2)nc2ccccc2c1=O,11.1,-2.4,-0.3,-0.4,0.1,9.5,nt,-5.6,1.4,1.8
Cc1nc(CSc2nc3[nH]ncc3c(=O)n2-c2ccccc2)cs1,9.9,0.1,1.9,5.2,-3.5,0.0,2.7,-9.1&2.0,-3.9,3.9

# More compounds follow:
SMILES,VHR inh abs,UGM FP inh,BH1578 lux ind,MazF activator,Rv3671c protease,GDH-TPI counter,Mtb BioA inh,PriA SSB inh,SARS 3CLpro inh,FBA Mtb inh
COc1ccc([C@H]2C=C(C(=O)O)O[C@@H](OCc3ccc(CO)cc3)C2)cc1,23.1,-3.1,-0.6,7.9,-7.4,2.2,0.9,8.8,nt,2.2
O=C(COc1ccc(/C=N/NS(=O)(=O)c2ccccc2)cc1)Nc1cccc(Cl)c1,20.9,-2.3,-2.2,-0.6,-53.8,4.1,2.4,nt,2.8,2.5
CCCN(CCC)C(=O)c1c(NC(=O)CC)sc2c1CCCCC2,-31.0,-0.4,-0.3,-1.3,0.2,5.5,0.9,3.8,-4.1,-5.0
CN(C(=O)c1ccco1)c1nc(-c2ccc(Cl)cc2)cs1,8.8,-1.3,i,-8.1,-1.9,7.7,-1.9,5.0,-3.0,2.1
COc1cc2oc(=O)cc(-c3ccc(-c4ccc(C)cc4)cc3)c2c(OC)c1OC,nt,nt,i,-7.4,nt,-5.5,0.8,-3.0,nt,-0.8
CC(=O)N1CCN(C(=O)c2ccc(S(=O)(=O)Nc3ccccc3Cl)cc2)CC1,nt,-3.6,-0.4,7.7,3.1,-8.8,-0.7,-16.1,nt,2.5
CCC(=O)O[C@H]1CC[C@H]2[C@@H]3CCC4=CC(=O)CC[C@]4(C)[C@H]3CC[C@]12C,nt,nt,-0.3,6.1,nt,0.5,3.1,-8.2,nt,2.5
O=C(Cn1nc(C(F)(F)F)c2c1CCCC2)N1CCOCC1,4.3,0.3,i,-12.6,-7.1,-0.6,nt,-3.6,2.9,1.1
C=CC[C@H]1CC(C)=C[C@H](CC=C)N1,24.5,0.7,-0.5,1.4,5.5,-6.2,nt,8.0,-4.3,-5.2
COc1ccc2[nH]c3c(c2c1)CCN1C(=O)C(CC(=O)NCCCn2ccnc2)C[C@H](C(=O)N2CCOCC2)[C@@]31C (some centres undefined),nt,nt,i,11.0,nt,5.5,-0.4,-7.6,nt,1.6
Cc1nn(CC(=O)NCCCN2CCN(Cc3ccccc3)CC2)c(=O)c2cc(-c3ccccc3)nn12,-9.1,-0.6,-0.4,3.8,-4.0,-0.4,-4.2,-6.9,-4.9,-0.3
Cc1ccccc1-c1cnc(C(O)c2ccc(F)c(F)c2)[nH]1 (centres undefined),nt,nt,-0.2,nt,nt,-0.4,-0.8,nt,nt,1.2
COC(=O)C1=C(c2ccccc2)C[C@@H]2CC[C@H]1N2C(=O)N1CCOCC1,nt,2.3,i,6.2,9.8,-7.6,0.5,-4.0,nt,3.2
O=C(Nc1ccccc1C(=O)N1CCOCC1)c1ccc([N+](=O)[O-])cc1,1.1,-0.2,i,3.2,-7.0,0.8,-1.6,1.6,0.1,0.2
Cc1ccc(-n2nc(-c3ccc(N)cc3)cc2N)cc1,3.4,-1.5,-1.1,-1.8,12.0,8.7,-3.2,14.5,1.6,-1.7
CC1CCC[C@H](O)CCCCCc2cc(O)cc(O)c2C(=O)O1 (some centres undefined),25.6&8.6,-1.3,5.0,11.5,-3.6,-5.7,0.7,-10.3,-1.2&-0.9,2.9
CC(=O)c1cccc(NC(=O)NCc2ccccn2)c1,9.4,-1.0,-0.3,0.5,4.0,0.9,1.0,-11.8,-4.3,-0.3

# Already shown: an excerpt of the list.
SMILES,VHR inh abs,UGM FP inh,BH1578 lux ind,MazF activator,Rv3671c protease,GDH-TPI counter,Mtb BioA inh,PriA SSB inh,SARS 3CLpro inh,FBA Mtb inh
COc1ccc([C@H]2C=C(C(=O)O)O[C@@H](OCc3ccc(CO)cc3)C2)cc1,23.1,-3.1,-0.6,7.9,-7.4,2.2,0.9,8.8,nt,2.2
O=C(COc1ccc(/C=N/NS(=O)(=O)c2ccccc2)cc1)Nc1cccc(Cl)c1,20.9,-2.3,-2.2,-0.6,-53.8,4.1,2.4,nt,2.8,2.5
CCCN(CCC)C(=O)c1c(NC(=O)CC)sc2c1CCCCC2,-31.0,-0.4,-0.3,-1.3,0.2,5.5,0.9,3.8,-4.1,-5.0
CN(C(=O)c1ccco1)c1nc(-c2ccc(Cl)cc2)cs1,8.8,-1.3,i,-8.1,-1.9,7.7,-1.9,5.0,-3.0,2.1
COc1cc2oc(=O)cc(-c3ccc(-c4ccc(C)cc4)cc3)c2c(OC)c1OC,nt,nt,i,-7.4,nt,-5.5,0.8,-3.0,nt,-0.8
CC(=O)N1CCN(C(=O)c2ccc(S(=O)(=O)Nc3ccccc3Cl)cc2)CC1,nt,-3.6,-0.4,7.7,3.1,-8.8,-0.7,-16.1,nt,2.5
CCC(=O)O[C@H]1CC[C@H]2[C@@H]3CCC4=CC(=O)CC[C@]4(C)[C@H]3CC[C@]12C,nt,nt,-0.3,6.1,nt,0.5,3.1,-8.2,nt,2.5
O=C(Cn1nc(C(F)(F)F)c2c1CCCC2)N1CCOCC1,4.3,0.3,i,-12.6,-7.1,-0.6,nt,-3.6,2.9,1.1
C=CC[C@H]1CC(C)=C[C@H](CC=C)N1,24.5,0.7,-0.5,1.4,5.5,-6.2,nt,8.0,-4.3,-5.2
COc1ccc2[nH]c3c(c2c1)CCN1C(=O)C(CC(=O)NCCCn2ccnc2)C[C@H](C(=O)N2CCOCC2)[C@@]31C (some centres undefined),nt,nt,i,11.0,nt,5.5,-0.4,-7.6,nt,1.6
Cc1nn(CC(=O)NCCCN2CCN(Cc3ccccc3)CC2)c(=O)c2cc(-c3ccccc3)nn12,-9.1,-0.6,-0.4,3.8,-4.0,-0.4,-4.2,-6.9,-4.9,-0.3

# Not a retest: an excerpt of the list.
SMILES,VHR inh abs,UGM FP inh,BH1578 lux ind,MazF activator,Rv3671c protease,GDH-TPI counter,Mtb BioA inh,PriA SSB inh,SARS 3CLpro inh,FBA Mtb inh
COc1ccc([C@H]2C=C(C(=O)O)O[C@@H](OCc3ccc(CO)cc3)C2)cc1,23.1,-3.1,-0.6,7.9,-7.4,2.2,0.9,8.8,nt,2.2
O=C(COc1ccc(/C=N/NS(=O)(=O)c2ccccc2)cc1)Nc1cccc(Cl)c1,20.9,-2.3,-2.2,-0.6,-53.8,4.1,2.4,nt,2.8,2.5

# From PubChem BioAssay
